IMPase Li cell – cell-permeable IMPase inhibitors with lithium potentiation; CHO-M1 cells, IP1 TR-FRET (IP-One), carbachol + lithium; Potency, µM (series often up to 59.4 µM), inactives show at the highest dose activity, negative = IMPase inhibition, hits mostly inhibitors; 0.35% of 210,000 active;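 also: IP1 builds up when IMPase is blocked and the TR-FRET signal falls; potency is read from the fitted curve at half-maximal effect; plate controls were basal vehicle for no effect and high inhibitor control for full effect; nearly all actives have a fitted effect of over 50% in size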
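CHO cells stably expressing M1 receptor (2000/well, cultured 16–30 h) treated 30 min at 37C with compound plus low lithium. Cytosolic IP1 by TR-FRET (665/620 ratio and 620 channel) after 10 min lysis; AC50 by Hill fit.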
Epigenetic derep – epigenetic control regulation, reporter derepression | murine LDR cells, GFP reporter derepression, 30 h | Potency, µM (series often up to 53.9 µM), without a hit: top-dose GFP activation, most hits filed as activators | 0.2% of 280,000 active | AID 1865; also: potency is read from the fitted curve at half-maximal effect; % of control where 0% means no effect; nearly all actives have a fitted effect of over 60% in size
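Readout is the number of GFP-expressing murine LDR cells, counted by cytometry following washing. Cells were treated with compound for 30 h at 37 C; the stably integrated CMV-GFP locus is normally silent.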
KinaseGlo FLuc – Kinase-Glo luciferase inhibition (counter-screen); Kinase-Glo luciferase, ATP luminescence, 8 min; 0.28% of 200,000 active; Q27757; Potency, µM (titrated, usually from 38.3 µM), without a hit: at the top dose activity change, negative = inhibition, usual class: inhibitors; also: potency is read from the fitted curve at half-maximal effect; % is scaled to controls: 0 for no effect and ±100 for the full control effect; nearly all actives have a fitted effect of over 60% in size
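Compounds were added to a substrate mix at pH 7.2 (50 mM imidazole, 10 uM ATP, within the enzyme's linear range), followed by Kinase-Glo detection reagent; luminescence was measured after 8 minutes at ambient temperature.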
HTT aggregate – mutant huntingtin aggregation inhibition; Potency, µM (doses to about 46.1 µM), for the others: at the highest dose activity change, negative = inhibition, actives largely listed as inhibitors; AID 1688; PC12 HttQ103-GFP aggregates, Acumen cytometry, 40 h; 1.1% of 220,000 active; also: potency is read from the fitted curve at half-maximal effect; % is scaled to controls: 0 for no effect and ±100 for the full control effect; nearly all actives have a fitted effect of over 60% in size
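Huntingtin Q103 exon 1–GFP aggregates in induced PC12 cells (100 nM tebufenozide) were quantified by cytometry from lysates, with compounds dosed in titration.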
L3MBTL1 inh – L3MBTL1 (human) inhibition; Q9Y468; AlphaScreen L3MBTL1–H3K9me1 peptide binding; Potency, µM (doses to about 57.1 µM), inactives show top-dose activity, negative = inhibition, actives largely listed as inhibitors; 0.66% of 230,000 active; AID 485360; also: potency is read from the fitted curve at half-maximal effect; % is scaled to controls: 0 for no effect and ±100 for the full control effect; nearly all actives have a fitted effect of over 60% in size
Target sequence (Q9Y468 whole entry, looked up): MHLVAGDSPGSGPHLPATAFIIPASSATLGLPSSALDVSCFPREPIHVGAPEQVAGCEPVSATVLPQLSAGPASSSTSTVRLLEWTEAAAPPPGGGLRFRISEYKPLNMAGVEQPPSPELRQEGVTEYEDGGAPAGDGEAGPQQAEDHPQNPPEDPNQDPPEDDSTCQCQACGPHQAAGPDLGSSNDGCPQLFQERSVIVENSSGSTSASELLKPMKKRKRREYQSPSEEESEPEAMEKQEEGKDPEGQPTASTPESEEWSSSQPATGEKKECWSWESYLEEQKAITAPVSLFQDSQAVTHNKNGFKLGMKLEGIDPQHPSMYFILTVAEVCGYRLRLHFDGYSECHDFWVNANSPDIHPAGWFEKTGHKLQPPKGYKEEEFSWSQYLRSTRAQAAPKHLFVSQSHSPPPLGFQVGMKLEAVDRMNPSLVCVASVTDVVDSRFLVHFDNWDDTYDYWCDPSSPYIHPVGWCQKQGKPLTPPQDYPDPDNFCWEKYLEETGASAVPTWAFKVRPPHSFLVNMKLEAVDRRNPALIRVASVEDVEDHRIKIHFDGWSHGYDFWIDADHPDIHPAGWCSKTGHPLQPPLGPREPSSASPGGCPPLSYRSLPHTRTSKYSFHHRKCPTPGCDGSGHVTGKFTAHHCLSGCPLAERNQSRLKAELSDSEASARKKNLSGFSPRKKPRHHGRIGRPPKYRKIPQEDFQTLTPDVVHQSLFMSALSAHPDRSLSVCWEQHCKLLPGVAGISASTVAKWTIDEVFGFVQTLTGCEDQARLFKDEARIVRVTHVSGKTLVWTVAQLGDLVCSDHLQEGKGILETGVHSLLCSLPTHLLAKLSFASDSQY
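Read-out is AlphaScreen signal from streptavidin donor and nickel chelate acceptor beads (10 ug/mL final each) bridging L3MBTL1 (50 nM) and biotinylated K9-monomethylated H3(1-15) peptide (75 nM), after 30 min compound exposure at room temperature.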
NPSR antagonist – antagonists of human neuropeptide S receptor cAMP signaling | Q6W5P4 | Potency, µM (top dose mostly 38.3 µM), without a hit: top-dose activity change, negative = inhibition, actives largely listed as inhibitors | 1% of 220,000 active | CHO-NPSR cells, cAMP TR-FRET, antagonist mode | AID 1461; also: potency is read from the fitted curve at half-maximal effect; % is scaled to controls: 0 for no effect and ±100 for the full control effect; nearly all actives have a fitted effect of over 50% in size; many of its hits are not listed in these tables
CBFb-RUNX1 inh – CBF-beta/RUNX1 interaction disruption. Q01196+Q13951. AlphaScreen CBFb-His/RUNX1-biotin binding, biochemical. Potency, µM (series often up to 59.8 µM), for the others: top-dose activity, negative = inhibition, actives largely listed as inhibitors. 230,000 tested, under 10 active. AID 1477; also: % of control where 0% means no effect
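Inhibition was taken as any reduction in AlphaScreen signal from the CBF-beta–RUNX1 pair (His and biotin tags, 30 nM each), measured after compound (15 min) and bead (90 min) incubations at room temperature.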
Numbers without * were called inactive; ? = inconclusive; . = no result given; [ ] = another dose, or the depositor's remark. Calls follow the shape of the dose curve; as a rule, active = well fitted curve in the direction sought with a large enough effect; inconclusive = small, poorly fitted or top-dose-only effect, or another doubt; inactive = no such curve, though single readings can be large; an effect the other way counts as inactive or inconclusive. An excerpt; count on the stated rates, not on these rows.

no.	SMILES	IMPase Li cell	Epigenetic derep	KinaseGlo FLuc	HTT aggregate
1	CCOC(=O)C1CCN(C(=O)c2ccc(Br)o2)CC1	25.9%[38.3 µM]	0.9%	-3.1%	-26.7%
2	CCN1CCCC(CO)(Cc2ccccc2)C1 (stereo unspecified)	-0.8%	3.2%	2.5%	-19.0%[9.22 µM]
3	COc1cc(/C=C2\SC(=S)N(NS(=O)(=O)c3ccc(C)cc3)C2=O)cc(OC)c1OC	.	0.1%	.	4.3%[9.22 µM]
4	CC1CCN(c2c(NCc3ccc(C(=O)NCCc4ccc(Cl)cc4)cc3)c(=O)c2=O)CC1	-1.7%	?	1.5%	7.3%
5	Cc1cc2n(n1)SC(Nc1ccc(F)cc1)N2 (stereo unspecified)	10.5%	-1.0%	1.8%	-18.5%
6	CC(=O)c1ccc(NC(=O)Nc2ccc([N+](=O)[O-])cc2)cc1	1.2%	-1.0%	-0.8%	-1.7%
7	CCC(C)(C)NC(=O)C(c1cccc(OC)c1OC)N(CCC(C)C)C(=O)CCC(=O)Nc1cc(C)on1 (stereo unspecified)	1.0%	?	2.8%	0.0%[9.22 µM]
8	COc1ccc(S(N)(=O)=O)cc1C(N)=O	-3.3%	-2.7%	0.5%	6.8%[9.22 µM]
9	C/C(=N\NC(=O)OC(C)(C)C)c1ccccc1Br	7.9%	1.1%	-28.3%	?
10	CC(C)C(OC(=O)/C=C/c1ccc2c(c1)OCO2)C(=O)NC(N)=O (stereo unspecified)	11.9%	-3.6%	0.6%	18.0%
11	Cc1ccccc1-n1nc2c(c1NC(=O)c1c(-c3ccccc3Cl)noc1C)CSC2	17.3%[38.3 µM]	-1.2%	-1.6%	8.5%
12	CN(C)c1nc(-c2ccoc2)nc2ccccc12	10.1%	4.9%	-3.2%	.

no.	L3MBTL1 inh	NPSR antagonist	CBFb-RUNX1 inh
1	15.8%[11.4 µM]	-3.8%[46.1 µM]	-1.2%
2	-0.8%	-6.4%	0.1%
3	-21.5%	-28.0%	-14.3%
4	3.0%	-29.2%	-5.9%[2.36 µM]
5	-0.8%	-3.1%	4.4%
6	9.5%	-16.4%	-0.6%
7	3.6%	-32.5%	5.1%
8	7.1%	5.6%	-0.9%
9	-19.6%	23.3%	-3.9%
10	-14.2%	1.5%	0.8%
11	-3.9%	?	-5.5%
12	.	.	.

Continued.
no.	SMILES	IMPase Li cell	Epigenetic derep	KinaseGlo FLuc	HTT aggregate
13	Cc1cc(NC(=O)C2CCCCC2)nc2c1c(=O)oc1ccccc12	10.2%[38.3 µM]	-2.2%	-0.1%	?
14	COc1cccc2[nH]c3c(N4CCC(C(N)=O)CC4)ncnc3c12	2.3%[38.3 µM]	-8.6%	0.3%	2.6%
15	CC(C)OC(=O)CCC(=O)Nc1ccc(F)cc1	-5.4%	0.2%	0.9%	10.4%
16	CC(C)(C)c1ccc(S(=O)(=O)N2CCCCC2C(=O)NCc2ccccn2)cc1 (stereo unspecified)	49.1%[activator][38.3 µM]	-0.8%	4.2%	?
17	O=C(NC(=S)Nc1ccccc1N1CCOCC1)c1ccc(-c2cccc(Cl)c2)o1	4.3%	3.1%	0.1%	3.4%
18	N#C/C(=C/c1ccc(N2CCCCC2)o1)C(=O)Nc1ccc2ccccc2c1	10.0%	2.51µM*	-4.0%	2.51µM*
19	CCOC(=O)c1cnc2ccc(Br)cc2c1NCC(C)O (stereo unspecified)	?	-1.9%	-0.9%	9.4%
20	COc1ccc(/C=C/C2=NN(Cc3ccccc3)C(=O)CC2)cc1	15.7%	-4.0%	-1.2%	-8.0%
21	COc1ccc(NS(=O)(=O)c2ccc(NC(=O)c3cnn4c(C(F)F)cc(-c5ccc(C)cc5)nc34)cc2)cc1	3.2%[38.3 µM]	-1.1%	-0.8%	13.7%
22	CCOc1ccccc1C(=O)OCC(=O)Nc1ncc(C(F)(F)F)cc1Cl	19.0%[38.3 µM]	0.0%	-4.3%	19.9%
23	Clc1ccc(CSc2nncn2-c2ccc3c(c2)OCCO3)cc1	.	0.0%	.	-0.7%[9.22 µM]
24	Cc1cccc(OCc2nnc(SCC(=O)N3CCN(c4ccccc4)CC3)o2)c1C	10.6%	1.0%	2.2%	-2.6%

no.	L3MBTL1 inh	NPSR antagonist	CBFb-RUNX1 inh
13	8.1%	7.3%[46.1 µM]	2.5%
14	3.2%	-7.5%[46.1 µM]	4.8%
15	.	21.4%	0.0%
16	-4.7%	-6.8%[46.1 µM]	-7.7%
17	-14.2%	-10.1%	0.1%
18	-12.0%	-30.8%	-3.5%
19	-1.9%	?	-2.1%
20	-13.3%	-25.5%	0.4%
21	3.0%	-14.9%[46.1 µM]	-2.7%
22	.	-0.9%[46.1 µM]	2.1%
23	2.8%	4.1%	-0.1%
24	1.0%	-9.9%[46.1 µM]	5.8%

Next part
no.	SMILES	IMPase Li cell	Epigenetic derep	KinaseGlo FLuc	HTT aggregate
25	O=C(CCN1C(=O)/C(=C/c2ccc(F)cc2)SC1=S)NNC(=O)c1ccncc1	11.7%	-1.5%	0.4%	5.1%
26	O=C(CSc1ccc2nnc(-c3cccnc3)n2n1)N1CCc2ccccc21	-7.0%[38.3 µM]	0.0%	1.6%	-1.9%
27	CCN(CC)CCCNC(=O)c1cc2c(=O)n(C)c3ccccc3c2n1C	6.0%[38.3 µM]	-4.1%	-3.4%	1.3%
28	CCOC(=O)c1c(NC(=O)C2c3ccccc3Oc3ccccc32)sc(C(C)=O)c1C	.	-1.8%	.	8.0%
29	Cc1ccc(NC(=O)COc2ccccc2CNC(C)(C)CC(C)(C)C)cc1	21.8%[38.3 µM]	-1.0%	-3.7%	-21.0%
30	O=C(CNC(=O)C12CC3CC(CC(C3)C1)C2)OCc1cc(=O)n2cc(Br)ccc2n1	-5.9%	-0.1%	-1.6%	-4.0%
31	CCOC(=O)c1ccccc1NC1OC(=O)c2ccccc21 (stereo unspecified)	-16.5%[38.3 µM]	-0.5%	14.2%	-22.0%
32	Cc1ccc(O)c(N=Cc2cccs2)c1	8.0%	-1.0%	-0.8%	?
33	O=S(=O)(Nc1ccc(-c2cn3ccsc3n2)cc1)c1ccc2c(c1)OCCO2	-5.8%[38.3 µM]	-1.0%	0.1%	?
34	COC(=O)c1ccc(COC(=O)c2ccc(-n3cnnn3)cc2)o1	20.8%[38.3 µM]	-6.5%	-0.5%	-4.6%
35	O=C(CCc1nc2ccccc2c(=O)[nH]1)Nc1ccc(N2CCCCC2)cc1	-9.8%	-3.5%	-2.5%	9.5%
36	COc1ccc2oc(=O)c(/C(C)=N/Nc3nc(-c4cc(C)ccc4C)cs3)cc2c1	-6.6%	-3.0%	2.6%	-4.5%

no.	L3MBTL1 inh	NPSR antagonist	CBFb-RUNX1 inh
25	-2.3%	-7.2%	0.3%
26	1.6%	-3.9%[46.1 µM]	16.3%
27	.	-2.8%[46.1 µM]	-0.6%
28	-6.8%	-13.8%[46.1 µM]	4.3%
29	.	-24.2%[46.1 µM]	-3.0%
30	-0.6%	2.8%	6.9%
31	6.3%	-8.2%[46.1 µM]	9.1%
32	-3.2%	8.8%	-14.8%
33	-12.8%	-13.9%[46.1 µM]	-19.8%
34	40.5%	-21.3%[46.1 µM]	13.4%
35	-0.4%	10.0%	-4.6%
36	6.7%	2.5%	-4.9%

Compounds shown so far with an NH in an aromatic ring:
no.	SMILES	IMPase Li cell	Epigenetic derep	KinaseGlo FLuc	HTT aggregate
14	COc1cccc2[nH]c3c(N4CCC(C(N)=O)CC4)ncnc3c12	2.3%[38.3 µM]	-8.6%	0.3%	2.6%
35	O=C(CCc1nc2ccccc2c(=O)[nH]1)Nc1ccc(N2CCCCC2)cc1	-9.8%	-3.5%	-2.5%	9.5%

no.	L3MBTL1 inh	NPSR antagonist	CBFb-RUNX1 inh
14	3.2%	-7.5%[46.1 µM]	4.8%
35	-0.4%	10.0%	-4.6%

Next structures follow.
no.	SMILES	IMPase Li cell	Epigenetic derep	KinaseGlo FLuc	HTT aggregate
37	O=C(O)CCc1ccc(-c2cccs2)n1CC1CCCO1 (stereo unspecified)	15.4%[38.3 µM]	-0.1%	2.5%	22.8%
38	O=C(Nc1ccc(F)cc1)c1nc[nH]c1C(=O)Nc1ccc([N+](=O)[O-])cc1	-4.0%	1.1%	1.0%	-8.4%
39	CC(OC(=O)c1ccc([N+](=O)[O-])s1)C(=O)Nc1ncc(Cl)cc1Cl (stereo unspecified)	-1.8%	0.0%	1.8%	-7.1%
40	CSc1ccc(C(=O)/C=C/c2ccc(N)cc2)cc1	4.5%	0.0%	-24.7%	?
41	O=C(NC(=S)Nc1ccc2c(c1)OCO2)c1ccccc1	7.6%[38.3 µM]	0.0%	-7.1%	31.9%
42	CCOC(=O)CSc1nnc(-c2ccccc2)o1	7.0%	0.0%	0.1%	5.6%
43	COc1ccccc1Oc1ccc(N/C=C2/CCCC2=O)cc1	-0.9%	0.0%	-0.4%	20.8%
44	CCOC(=O)CSc1nc(C2CC2)nc2ccccc12	-19.5%[38.3 µM]	2.1%	-0.8%	6.9%
45	CC(=O)N1CCc2cc(N=NC3=C(O)CCCC3=O)ccc21	11.4%	1.0%	-12.8%	23.1%

no.	L3MBTL1 inh	NPSR antagonist	CBFb-RUNX1 inh
37	15.2%[11.4 µM]	-7.3%[46.1 µM]	-4.6%
38	-12.2%	-1.3%	-11.8%
39	-21.7%	-16.3%	-5.3%
40	-6.3%	-1.9%	?
41	-14.5%	-13.5%[46.1 µM]	-14.3%
42	-10.6%	-0.4%	-1.3%
43	-9.1%	-5.1%	-17.1%
44	41.9%[activator]	-15.2%[7.67 µM]	4.9%
45	-13.2%	-24.4%	-0.7%

Three of these compounds in a different format:
42: CCOC(=O)CSc1nnc(-c2ccccc2)o1
  IMPase Li cell: 7.0%
  Epigenetic derep: 0.0%
  KinaseGlo FLuc: 0.1%
  HTT aggregate: 5.6%
  L3MBTL1 inh: -10.6%
  NPSR antagonist: -0.4%
  CBFb-RUNX1 inh: -1.3%

43: COc1ccccc1Oc1ccc(N/C=C2/CCCC2=O)cc1
  IMPase Li cell: -0.9%
  Epigenetic derep: 0.0%
  KinaseGlo FLuc: -0.4%
  HTT aggregate: 20.8%
  L3MBTL1 inh: -9.1%
  NPSR antagonist: -5.1%
  CBFb-RUNX1 inh: -17.1%

44: CCOC(=O)CSc1nc(C2CC2)nc2ccccc12
  IMPase Li cell: -19.5%[38.3 µM]
  Epigenetic derep: 2.1%
  KinaseGlo FLuc: -0.8%
  HTT aggregate: 6.9%
  L3MBTL1 inh: 41.9%[activator]
  NPSR antagonist: -15.2%[7.67 µM]
  CBFb-RUNX1 inh: 4.9%
